Scp1 inh = inhibitors of human Scp-1 phosphatase; Q9GZU7; Recombinant Scp1, phosphopeptide, malachite green phosphate absorbance; inhibition, % at 20 µM; 340,000 compounds, 0.88% hits; AID 493091;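 active = inhibition above about 50% at 20 µM, limit read from the data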;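 note: plate controls were DMSO wells with enzyme for no effect and wells lacking enzyme for full effect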
Target sequence (Q9GZU7 76-261 limits assumed): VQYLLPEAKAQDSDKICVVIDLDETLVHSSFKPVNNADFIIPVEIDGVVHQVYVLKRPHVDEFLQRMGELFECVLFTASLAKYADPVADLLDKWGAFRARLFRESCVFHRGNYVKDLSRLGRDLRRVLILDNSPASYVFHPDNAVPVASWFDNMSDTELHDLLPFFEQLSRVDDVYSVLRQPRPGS
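Material – SCP-1 phosphatase catalytic domain, residues 76-261 · Buffer or medium – Acidic Tris acetate buffer with magnesium and detergent · Also added – Phospho 17-mer peptide substrate · Compound – single 20 µM dose, 1% DMSO · Times – 45 min room-temperature reaction, 5 min colour, 30 min stabiliser · Technique – Phosphate-binding colour reagent, absorbance read at 630 nm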
SUMO1 PPI mod = modulators of human SUMO1-mediated protein-protein interactions; P63165; SUMO1 binding to a labelled peptide, TR-FRET, 1 h; inhibition, % at 20 µM; 360,000 compounds, 0.33% hits; in the data active = inhibition above about 37%
Target sequence (P63165 whole entry, looked up): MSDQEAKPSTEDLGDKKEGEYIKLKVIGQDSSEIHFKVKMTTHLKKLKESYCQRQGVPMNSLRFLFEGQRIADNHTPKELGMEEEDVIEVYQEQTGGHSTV
LMPTP block = blocks human LMPTP phosphatase | P24666 | recombinant LMPTP-A, OMFP fluorogenic substrate, fluorescence intensity | inhibition, % at 20 µM | 360,000 compounds, 0.22% hits;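 active = compounds that cut the enzyme signal by at least half of the control window in the single-dose screen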;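 note: plate controls were DMSO wells with enzyme plus substrate for no effect and substrate without enzyme for full effect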
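Test system: LMPTP-A, protein tyrosine phosphatase of low molecular weight; Input: 0.625 nM enzyme; Incubation: 50 min dark incubation at room temperature; Signal: endpoint fluorescence intensity from OMFP dephosphorylation; Read-out basis: % inhibition versus control wells.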
Tb MetRS inh = blocks T. brucei methionyl-tRNA synthetase activity | AID 624268 | 360,000 compounds, 0.4% hits | inhibition, % at 11.9 µM | purified T. brucei MetRS, ATP depletion, Kinase-Glo luminescence;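 active = inhibition above a per-plate cutoff of the control wells' mean inhibition plus 3 SD, cut at about 5.5% in these data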;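 note: 0% = DMSO wells median and 100% = median of wells with control inhibitor compound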
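Measured by: Kinase-Glo luciferase luminescence reporting remaining unconsumed ATP. Material: purified T. brucei MetRS enzyme. Doses: 11.9 µM compound single dose, 0.9% DMSO. Medium: HEPES buffer containing pyrophosphatase, BSA, spermine, DTT. Times: 15 min preincubation, 2 h reaction, all 25 °C. Reagent: methionine, ATP and bulk E. coli tRNA.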
MsrA inhibitor = inhibitors of bovine MsrA; purified bovine MsrA, absorbance read-out; inhibition, % at 15.5 µM; 360,000 compounds, 0.75% hits; in the data active = inhibition above about 4.5%;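 note: 0% = vehicle wells with enzyme and 100% = reference inhibitor wells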
DNMT1 inh = blocks human DNA methyltransferase DNMT1; P26358; DNMT1 molecular beacon, Hinp1I cleavage, fluorescence; inhibition (reported as % activation of signal), % at 10 µM; 360,000 compounds, 0.83% hits; AID 588458; in the data active = inhibition above about 50%
Rpn11 block = Rpn11 (human) deubiquitinase inhibition. 360,000 compounds, 0.59% hits. AID 588493. human 26S proteasome, Ub4-pepOG fluorescence polarization; 20S core pre-blocked with epoxomicin. calls only at 20 µM;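 active = inhibition at 20 µM, scaled to each plate's controls, above about 33%, limit read from the data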
Target sequence (O00487 whole entry, looked up): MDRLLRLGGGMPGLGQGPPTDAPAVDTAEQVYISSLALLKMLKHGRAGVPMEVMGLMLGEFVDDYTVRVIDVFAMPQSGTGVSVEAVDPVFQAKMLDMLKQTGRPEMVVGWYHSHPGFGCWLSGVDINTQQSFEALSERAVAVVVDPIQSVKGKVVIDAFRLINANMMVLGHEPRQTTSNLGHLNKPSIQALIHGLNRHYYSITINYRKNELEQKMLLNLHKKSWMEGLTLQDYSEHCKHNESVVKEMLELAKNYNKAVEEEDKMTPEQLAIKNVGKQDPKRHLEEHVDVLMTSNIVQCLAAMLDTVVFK
STEP block = STEP (human) phosphatase inhibition. P54829. recombinant STEP, OMFP fluorogenic substrate, fluorescence. inhibition, % at 20 µM. 360,000 compounds, 0.25% hits;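 active = inhibition at 20 µM, scaled per plate between control wells, above about 37%, limit read from the data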;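 note: 0% = DMSO with enzyme and substrate and 100% = substrate only without enzyme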
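medium = Bis-Tris buffer pH 6.0, 2.5 mM DTT, 0.005% Tween 20 | test system = STEP (striatal-enriched tyrosine phosphatase) enzyme, cell-free | measure = normalized % inhibition | compound dosing = 20 µM, 1% DMSO | also added = 25 µM OMFP | schedule = reaction 20 min, ambient temperature | measured by = fluorescence read at 480 nm ex / 540 nm em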
NadD block = blocks S. aureus nicotinate mononucleotide adenylyltransferase | purified NadD enzyme, colorimetric absorbance read-out | inhibition, % at 20 µM | 360,000 compounds, 0.78% hits | AID 602399; in the data active = inhibition above about 26%; note: some compounds past the cut are filed as inactive
CSN inh = CSN deneddylation inhibition. Q92905. AID 651999. inhibition, % at 12.5 µM. Purified CSN, SCF-Nedd8-OG deneddylation, fluorescence polarization. 360,000 compounds, 0.38% hits;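 active = pattern-corrected inhibition above about 35%, with an unprinted fluorescence ratio check between 0.5 and 1.5, limit read from the data, passing the limit was not always enough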;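 note: 0% = enzyme with substrate and 100% = substrate without enzyme; some results filed as inactive read as strong as hits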
Target sequence (Q92905 whole entry, looked up, one chain of several): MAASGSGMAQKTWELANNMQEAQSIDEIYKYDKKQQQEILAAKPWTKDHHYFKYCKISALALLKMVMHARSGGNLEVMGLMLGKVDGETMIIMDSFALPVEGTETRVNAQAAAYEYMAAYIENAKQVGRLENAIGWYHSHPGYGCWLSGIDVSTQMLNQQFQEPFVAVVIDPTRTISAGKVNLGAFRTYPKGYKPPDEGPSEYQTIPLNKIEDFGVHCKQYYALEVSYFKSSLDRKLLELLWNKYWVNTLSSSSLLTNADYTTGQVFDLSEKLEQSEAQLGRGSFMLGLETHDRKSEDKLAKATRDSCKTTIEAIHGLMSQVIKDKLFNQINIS
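Assay system: purified human Csn5 enzyme expressed in HEK293T cells; measure: % inhibition; also added: SCFSkp2-Nedd8OG substrate at 10 nM final; technique: fluorescence polarization; times: reaction 90 min, room temperature; medium: Tris buffer pH 7.5, NaCl, DTT, Tween-20, trehalose, ovalbumin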
Active calls of the source: *; i = inactive; x = no result given; & = joins results of further samples.

Compound,Scp1 inh,SUMO1 PPI mod,LMPTP block,Tb MetRS inh,MsrA inhibitor,DNMT1 inh,Rpn11 block,STEP block,NadD block,CSN inh
C[C@@H]1CCCCO[C@H](CN(C)Cc2ccc(C(=O)O)cc2)[C@H](C)CN([C@@H](C)CO)C(=O)c2cc(NC(=O)Nc3ccc(C(F)(F)F)cc3)ccc2O1,x,0,0.7,-1.1,0.3,-7,i,1,5,-3
O=C(O)CC1SC(=Nc2ccc(O)cc2)NC1=O (centres undefined),1,0,-1.0,0.4,-0.9,0,i,2,3,-6
O=C1CC(c2ccc(F)cc2)SC(N(c2ccccc2)c2ccccc2)=N1 (centres undefined),-2,1,1.2,0.4,0.3,0,i,0,5,-3
COc1ccc(-c2csc(NC(=O)CSCC(=O)Nc3cc(C)on3)n2)cc1,-8,-10,-6.3,-0.2,1.2,0,i,0,0,-7
O=c1cc(CO)occ1OCc1ccccc1,-2,-2,-0.5,-0.7,-0.4,-1,i,0,-1,-2
CCOC(=O)[C@H]1[C@H]2COc3ccc(Cl)cc3[C@@H]2N2C(=O)c3cc(F)c(F)cc3NC(=O)[C@@]12C,-6,0,0.0,-0.2,1.8,-2,i,-2,2,-2
CC(C)Oc1ccc(CCC(=O)NNC(=S)NCc2ccccc2)cc1,2,0,-1.1,-0.3,2.5,2,i,1,-5,1
Oc1c(C=C2N=c3ccccc3=N2)sc(=S)n1-c1ccc(F)cc1,-8&-4,-5&-1,2.7&1.4,1.5&0.2,-1.0&1.3,-2&2,i,0&-4,-1&7,-5&17
CCN1CCN(c2ccc(S(=O)(=O)N3CCOCC3)cc2NC(=O)CCSC)CC1,-9,-39,-9.2,-0.3,-0.2,-1,i,2,-5,2
S=C(NCCc1ccccc1)N1CCOCC1,6,5,-1.0,0.9,-0.5,2,i,1,-5,0
CCCCCCCCN1C(=O)[C@H](CC(=O)NCCCOCCCC)C[C@@]2(C(=O)OC)CC(C)(C)CC=C12,x,0,5.2,-0.2,1.2,x,x,x,x,-4
C=CCNC(=O)C1CC=CCC1C(=O)O (centres undefined),-2,0,-1.0,0.7,0.7,3,i,-4,-3,1
Clc1ccc(-c2cn3c(n2)SCC3)cc1,-5,-3,-0.2,0.1,2.3,1,i,0,-1,-2
COc1cc2c(cc1OC)CN(C(=O)COc1ccccc1C#N)CC2,-16,-8,2.5,-0.6,0.9,-4,i,1,-5,-1
CON(C)S(=O)(=O)c1cccc(C(=O)Oc2ccc(N(C)S(=O)(=O)c3ccccc3)cc2)c1,-16,5,2.7,0.2,-2.1,-3,i,1,-11,2
COC(=O)/C=C\C(=O)Nc1cccc([N+](=O)[O-])c1,-3,-10,-1.4,-0.2,0.3,2,i,1,7,-1
O=C(C1CC(=O)N(C2CCCC2)C1)N1CCC(Cc2ccccc2)CC1 (centres undefined),3,0,-1.6,-0.9,0.6,-3,i,-4,5,-2
CCCCc1c(-c2cccc(Cl)c2)ncn1CCc1ccccc1OC,x,8,9.2,-0.1,0.5,x,x,x,7,-4
COc1ccc(C2Nc3ccccc3NC3=C2C(=O)CC(C)(C)C3)c(OC)c1OC (centres undefined),-10,3,-1.4,-0.7,2.9,1,i,0,2,-5
Cn1c(/C(C#N)=C(\O)c2ccc(Cl)s2)nc2ccccc21,-7,-66,5.2,-0.4,-0.3,41,i,0,3,2
Cn1c(=O)c(-c2ccccc2)nc2ccccc21,-2,-21,-0.5,-0.4,4.2,-2,i,1,-1,-1
CC(C)(C)C(=O)NN=C1CCC(c2ccccc2)CC1 (centres undefined),-2,-3,0.3,-0.3,1.9,5,i,-1,-1,0
CN(C(=O)COC(=O)CN1C(=O)C2CC=CCC2C1=O)c1ccccc1 (centres undefined),0,-4,-0.3,-0.2,-0.7,1,i,0,-2,3
CCN(CC)C(=O)[C@H]1C[C@H](CC(=O)NCCCn2ccnc2)C(=O)N2CCc3c([nH]c4cc(-c5ccco5)ccc34)[C@]12C,4,-15,-8.0,-0.5,3.5,-3,i,-2,6,-1
COc1ccc(Cn2nnc3c(=O)[nH]c(C(=O)NCCc4ccc(F)cc4)nc32)cc1OC,-12,8,-1.4,0.3,1.4,-3,i,1,6,-5
O=C(O)c1ccccc1C(=O)N1CCN(c2ncccn2)CC1,-5,-1,1.2,-0.5,-0.8,-1,i,-2,-2,1
O=c1c(-c2ccc(O)cc2)coc2cc(O)ccc12,-14,1,-1.2,-0.2,2.6,-4,i,-2,-1,2
Cc1ccccc1-c1nc(SCc2cccnc2)c2c(=O)n(C)c(=O)n(C)c2n1,1,-1,3.2,-0.6,0.1,17,i,-2,8,0
Cc1ccc(-n2c(SCC(=O)Nc3cc(C)on3)nc3ccccc3c2=O)cc1,0,2,1.0,0.1,-0.1,-1,i,3,-2,-5
CCOC(=O)/C(C#N)=C/c1cn(CCOc2ccccc2)c2ccccc12,-17,-1,1.2,-0.2,-0.6,-3,i,2,-7,6
COc1cc(NC(=O)c2ccc(Br)o2)ccc1NC(=O)C(C)C,-4,1,0.7,-0.2,0.1,1,i,-2,-5,2
Cc1ccccc1NC(=O)NC1(C(=O)NCCCN2CCOCC2)CCCCC1,-8,-8,-5.2,-0.3,0.9,0,i,1,5,1
CCN(CCn1cccn1)C(=O)CC1C(=O)NCCN1Cc1cccc(OC)c1OC (centres undefined),-4,-3,-1.4,0.5,1.1,-4,i,-1,1,6
O=C(C1CCCN(S(=O)(=O)c2ccccc2)C1)N1CCN(c2ccccc2)CC1 (centres undefined),0,0,-0.8,-0.1,0.6,5,i,-1,-3,2
OC[C@@H]1CN(Cc2ccc(-c3ccccc3)cc2)C[C@H](n2cnc3c(NCc4ccc(F)cc4)ncnc32)O1,x,-1,6.0,-0.3,0.6,-46,i,1,12,5
COC(=O)c1ccc(C2C(C(=O)c3ccc(C)o3)=C(O)C(=O)N2c2cc(C)on2)cc1 (centres undefined),-6,-14,4.0,-0.2,1.5,4,i,3,15,6
CC(C)C(=O)N1CCN(c2ccc(NC(=O)c3ccc([N+](=O)[O-])o3)cc2)CC1,-1,-23,-1.8,-0.8,2.1,16,i,-1,-5,4
COc1ccc(CCN2C(=O)c3cccc4cccc(c34)C2=O)cc1OC,-8,-4,-1.5,-0.1,-0.4,-5,i,-3,-8,0
COc1c2occc2c(OC)c2c(=O)cc(C(F)(F)F)oc12,-1,-5,-0.8,-1.1,0.9,2,i,-2,-5,3
CCCCN(C(=O)COC(=O)c1ccc(C=O)cc1)c1c(N)n(CCC)c(=O)[nH]c1=O,0,-6,-1.0,-0.5,0.8,2,i,-2,-3,4
O=C(COc1ccccc1-c1ccccc1)N/N=C/c1ccccn1,-4,-5,0.4,-1.3,-0.3,1,i,-1,-1,-7
COc1ccc(CNC(=O)COC(=O)c2ccc(C)c(S(=O)(=O)N3CCOCC3)c2)cc1,-4,7,-0.2,-0.4,-1.2,3,i,0,0,2
COc1ccccc1C(=O)NC(=S)N1CCCc2ccccc21,0,-3,18,0.3,0.7,-7,i,0,3,2
O=S(=O)(N/N=C/c1ccc(N2CCOCC2)cc1)c1ccccc1,-6,-3,-0.2,-0.5,3.1,0,i,1,5,0
COC(CNC(=O)CNC(=S)N(CCCN1CCOCC1)Cc1cccs1)OC,4,-2,-0.3,-0.8,0.9,1,i,0,-1,2
CCOc1ccc(N(CC(=O)NC2CCCCC2)C(=O)CNC(=O)c2cccs2)cc1,-4,9,-0.8,-0.6,-0.8,-1,i,-3,-8,0
Cc1ccc(C2(c3noc(CN(C)Cc4cccnc4)n3)CCCC2)cc1,-11,0,-0.2,-0.9,0.6,-3,i,0,-3,-8
CN1C(CCl)Nc2cc(Cl)c(S(N)(=O)=O)cc2S1(=O)=O (centres undefined),4,5,-1.4,0.1,0.0,2,i,-4,-2,-1
CC(=O)Cc1nsc(NC(=O)C2Cc3ccccc3C(=O)O2)n1 (centres undefined),2,2,0.3,0.6,-0.3,2,i,0,1,-3
COc1ccc(C)cc1N(CC(=O)N1CCCCCC1)S(=O)(=O)c1ccc(C)cc1,0,0,1.0,-0.2,0.2,-1,i,3,-11,2

Fetched one by one from above, 2 records:
Compound,Scp1 inh,SUMO1 PPI mod,LMPTP block,Tb MetRS inh,MsrA inhibitor,DNMT1 inh,Rpn11 block,STEP block,NadD block,CSN inh
COC(=O)c1ccc(C2C(C(=O)c3ccc(C)o3)=C(O)C(=O)N2c2cc(C)on2)cc1 (centres undefined),-6,-14,4.0,-0.2,1.5,4,i,3,15,6
Cc1ccc(-n2c(SCC(=O)Nc3cc(C)on3)nc3ccccc3c2=O)cc1,0,2,1.0,0.1,-0.1,-1,i,3,-2,-5

Ordered by molar mass (rising): 5 of the compounds above
Compound,Scp1 inh,SUMO1 PPI mod,LMPTP block,Tb MetRS inh,MsrA inhibitor,DNMT1 inh,Rpn11 block,STEP block,NadD block,CSN inh
CC(=O)Cc1nsc(NC(=O)C2Cc3ccccc3C(=O)O2)n1 (centres undefined),2,2,0.3,0.6,-0.3,2,i,0,1,-3
CCOC(=O)/C(C#N)=C/c1cn(CCOc2ccccc2)c2ccccc12,-17,-1,1.2,-0.2,-0.6,-3,i,2,-7,6
COc1ccc(CCN2C(=O)c3cccc4cccc(c34)C2=O)cc1OC,-8,-4,-1.5,-0.1,-0.4,-5,i,-3,-8,0
Cc1ccccc1-c1nc(SCc2cccnc2)c2c(=O)n(C)c(=O)n(C)c2n1,1,-1,3.2,-0.6,0.1,17,i,-2,8,0
COC(CNC(=O)CNC(=S)N(CCCN1CCOCC1)Cc1cccs1)OC,4,-2,-0.3,-0.8,0.9,1,i,0,-1,2

Other structures.
Compound,Scp1 inh,SUMO1 PPI mod,LMPTP block,Tb MetRS inh,MsrA inhibitor,DNMT1 inh,Rpn11 block,STEP block,NadD block,CSN inh
Cc1ccc(NC(=O)CCN2CC(C)OC(C)C2)cc1 (centres undefined),-3,-1,-2.6,-0.1,0.4,2,i,-2,2,1
CCCc1ccc(OCC(O)CN2CCN(c3ccccn3)CC2)cc1 (centres undefined),8,5,-1.4,-1.0,-1.0,4,i,-2,-9,-1
O=C(O)C1C2C=CC(C2)C1C(=O)NCc1ccoc1 (centres undefined),20,-1,-2.4,-0.1,-0.4,28,i,0,4,1
COc1ccc(NC(=O)c2nc[nH]c2C(=O)N[C@H](C)c2ccccc2)cc1,9,3,2.0,-0.7,0.1,3,i,0,1,1

Screening data deposited in PubChem by several laboratories.
